Source: PubChem BioAssay
CHRM4 antagonist: human M4 muscarinic receptor antagonists, primary screen, CHO cells, Fluo-8 calcium fluorescence. Muscarinic acetylcholine receptor M4 (Homo sapiens), P08173. CHO-hM4 cells, ACh EC80. inhibition, % at 3 µM. hit rate 0.73% among 360,000;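 active = inhibition above its plate's cutoff, the mean inhibition of sample wells plus 3 SD, cut at about 27% in these data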;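 note: 0% = acetylcholine EC80 with DMSO and 100% = DMSO without agonist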
Target sequence (P08173 whole entry, looked up): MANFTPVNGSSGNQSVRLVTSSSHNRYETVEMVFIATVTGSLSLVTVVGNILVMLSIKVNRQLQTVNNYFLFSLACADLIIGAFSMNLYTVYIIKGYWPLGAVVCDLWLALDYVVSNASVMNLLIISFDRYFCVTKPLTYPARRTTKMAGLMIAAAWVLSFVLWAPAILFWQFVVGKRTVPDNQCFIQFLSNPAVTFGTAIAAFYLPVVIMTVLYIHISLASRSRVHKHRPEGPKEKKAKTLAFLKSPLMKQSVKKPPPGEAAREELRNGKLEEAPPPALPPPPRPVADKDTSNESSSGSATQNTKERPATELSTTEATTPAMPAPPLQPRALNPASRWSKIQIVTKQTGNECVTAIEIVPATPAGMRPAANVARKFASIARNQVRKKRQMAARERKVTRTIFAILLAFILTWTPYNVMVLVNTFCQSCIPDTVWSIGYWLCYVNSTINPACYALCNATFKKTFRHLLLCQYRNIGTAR
CHRM4 PAM: human M4 muscarinic receptor positive allosteric modulators, primary screen, CHO-K1 cells, Fluo-8 calcium fluorescence. Muscarinic acetylcholine receptor M4 (Homo sapiens), P08173. CHO-K1 hM4/Gqi5, ACh EC20; 0% = ACh EC20, 100% = maximal ACh. activation, % at 3 µM. hit rate 0.4% among 360,000;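 active = activation above its plate's cutoff, the mean activation of sample wells plus 3 SD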; note: some results filed as inactive read as strong as hits
M4 ag: human M4 muscarinic receptor agonists, primary screen, CHO-K1 cells, Fluo-8 calcium fluorescence; Muscarinic acetylcholine receptor M4 (Homo sapiens), P08173; CHO-K1 hM4/Gqi5; vehicle 0%, full acetylcholine response 100%; activation, % at 3 µM; hit rate 0.14% among 360,000;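 active = activation above the run mean over all test wells plus 3 SD, cut at about 32% in these data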;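 note: peak over basal fluorescence ratio per well then scaled between controls; 0% = DMSO wells and 100% = acetylcholine at EC100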
M1 PAM: human M1 muscarinic receptor positive allosteric modulators, primary screen, CHO-K1 cells, Fluo-8 calcium fluorescence, 1536-well; AID 588819, 2011; hit rate 0.088% among 360,000; Muscarinic acetylcholine receptor M1 (Homo sapiens), P11229; activation, % at 3 µM; CHO-K1 hM1, ACh EC20; 0% = ACh EC20, 100% = maximal ACh; in the data active = activation above about 19%, passing the limit was not always enough
Target sequence (P11229 whole entry, looked up): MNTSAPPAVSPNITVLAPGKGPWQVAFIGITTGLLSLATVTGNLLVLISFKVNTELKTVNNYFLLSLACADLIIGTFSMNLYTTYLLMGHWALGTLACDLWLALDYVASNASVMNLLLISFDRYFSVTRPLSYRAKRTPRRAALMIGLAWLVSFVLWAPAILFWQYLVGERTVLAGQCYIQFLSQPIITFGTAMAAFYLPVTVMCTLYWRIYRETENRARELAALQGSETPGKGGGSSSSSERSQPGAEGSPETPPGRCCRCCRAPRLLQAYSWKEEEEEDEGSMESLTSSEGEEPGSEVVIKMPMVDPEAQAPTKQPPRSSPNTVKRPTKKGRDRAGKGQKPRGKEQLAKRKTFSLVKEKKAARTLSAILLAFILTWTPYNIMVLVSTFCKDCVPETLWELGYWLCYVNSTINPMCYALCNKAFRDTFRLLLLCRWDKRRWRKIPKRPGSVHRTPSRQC
M5 antag: human M5 muscarinic receptor antagonists, primary screen, CHO cells, Fluo-8 calcium fluorescence; Muscarinic acetylcholine receptor M5 (Homo sapiens), P08912; CHO-hM5 cells, ACh EC80; inhibition, % at 3 µM; hit rate 0.59% among 360,000; AID 624040, 2012;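 active = inhibition above a per-plate cutoff, the mean of that plate's test compounds plus 3 SD, cut at about 27% in these data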;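 note: 0% = acetylcholine EC80 with DMSO and 100% = DMSO without agonist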
M5 PAM: human M5 muscarinic receptor positive allosteric modulators, primary screen, CHO-K1 cells, Fluo-8 calcium fluorescence; Muscarinic acetylcholine receptor M5 (Homo sapiens), P08912; activation, % at 3 µM; CHO-K1 hM5, ACh EC20 PAM; 0% = ACh EC20, 100% = ACh EC100; hit rate 0.3% among 360,000;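 active = activation above the run cutoff, the mean activation of all test compounds plus 3 SD, cut at about 18% in these data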
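system = human M5 receptor in CHO-K1 cells | reagent = EC20 acetylcholine as agonist stimulus | compound dosing = single-point, 3 µM nominal | incubation = Fluo-8 loading 80 min at 37 °C plus 30 min room temperature | detection = Fluo-8 calcium dye fluorescence, kinetic read | benchmarks = low control EC20 acetylcholine (0%), high control EC100 acetylcholine (100%)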
M5 ag: human M5 muscarinic receptor agonists, primary screen, CHO-K1 cells, Fluo-8 calcium fluorescence; CHO-K1 hM5 cells; 0% DMSO wells, 100% maximal acetylcholine response; AID 624037, 2012; hit rate 0.19% among 360,000; activation, % at 3 µM;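 active = activation above the run's mean over test compounds plus 3 SD, cut at about 23% in these data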;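 note: signal is peak over basal fluorescence ratio across the kinetic read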
CRFR2-BP antag: antagonists of CRF-BP/CRF-R2 complex, primary screen, cell-based, HEK293, calcium dye fluorescence, uHTS; hit rate 0.59% among 350,000; inhibition, % at 11.8 µM; CRF-induced calcium fluorescence;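 active = inhibition of the ligand-induced calcium signal above about 50% at the single tested concentration, limit read from the data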
CRFR2-BP ag: agonists of CRF-BP/CRF-R2 complex, primary screen, cell-based, HEK293, calcium dye fluorescence, uHTS; CRF-binding protein / CRF receptor 2 complex (human); calcium dye fluorescence (FLIPR); percent of saturating CRF peptide response; activation, % at 13.2 µM; hit rate 0.46% among 350,000;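 active = activation of at least 50%, plus an integration ratio under a set limit after plate pattern correction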;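 note: plate controls were neutral control wells without compound for no effect and CRF at EC100 for full effect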
Starred values were filed as active, the others as inactive; . = no result given. Hits appear at their usual frequency (roughly 2.6% active in at least one column).

| Molecule | CHRM4 antagonist | CHRM4 PAM | M4 ag | M1 PAM | M5 antag | M5 PAM | M5 ag | CRFR2-BP antag | CRFR2-BP ag |
| --- | --- | --- | --- | --- | --- | --- | --- | --- | --- |
| CSCC[C@H](NC(=O)Nc1ccc(OC(F)(F)F)cc1)C(=O)O | 7 | -20 | 1 | 0 | 16 | -10 | -1 | -8 | 0.0 |
| O=C(CSc1nnc2ccccn12)NNC(=O)c1ccccc1F | -7 | 8 | 2 | 17 | 3 | 15 | 1 | 22 | -0.7 |
| COc1ccc(/C=C(\C#N)C(=O)OCC(=O)N2CC(C)OC(C)C2)cc1 (configuration not stated) | -6 | 7 | 1 | 11 | 6 | 2 | 3 | -2 | -1.1 |
| COc1ccc(C(=O)NCCCCCC(=O)N/N=C/c2ccco2)cc1OC | 0 | 9 | 2 | 2 | 0 | -2 | -4 | -5 | -0.3 |
| CCCCC(=O)Nc1cccc(C(=O)Nc2ccccc2C(=O)O)c1 | -3 | 5 | -2 | 3 | -6 | 2 | 2 | 14 | 1.2 |
| Nc1nc2n(n1)C(c1cccs1)CC(c1ccc(Br)cc1)N2 (configuration not stated) | 2 | -9 | 4 | 4 | 2 | -4 | -3 | -21 | 1.4 |
| Cc1ccsc1-c1nc(CN2C[C@@H](C)O[C@@H](C)C2)c(C)o1 | 1 | -3 | 1 | 4 | 5 | 2 | 0 | -2 | -0.2 |
| Cc1ccc2c(c1)NC(=O)C(CC(=O)NCCCN1CCCC1=O)O2 (configuration not stated) | -4 | 3 | 2 | 7 | 6 | -1 | 1 | 3 | -1.8 |
| COC(=O)c1cccc(NC(=O)CN2CCOCC2)c1 | 1 | -4 | 3 | 2 | 3 | -5 | 3 | 15 | -1.8 |
| Cc1cc(C(=O)CN2C(=O)NC3(CCCc4ccccc43)C2=O)c(C)n1C (configuration not stated) | -4 | 1 | 1 | 5 | 8 | -2 | 1 | -15 | -2.0 |
| O=C1Nc2ccccc2C1=Nc1cccc([N+](=O)[O-])c1 | 6 | -4 | 14 | -3 | 3 | -2 | 3 | 20 | -1.8 |
| Cc1ccc(OCCC(=O)OCC(=O)Nc2ccc3c(c2)OCCO3)cc1 | -1 | 3 | 4 | 9 | 5 | 1 | 3 | -6 | 0.0 |
| O=C(O)CC(Cc1ccc(Br)cc1)C(=O)O (configuration not stated) | 2 | 11 | 1 | 3 | -5 | 7 | -5 | 13 | -1.4 |
| Nc1nc(-c2ccccc2)c(CCCNc2ccccc2)c(=O)[nH]1 | 0 | 9 | 1 | 7 | 3 | -1 | 1 | 4 | 0.0 |
| Cc1cccc(C)c1NC(=O)CNC(=O)C(C)NC(C)c1ccccc1Br (configuration not stated) | -2 | 16 | 1 | 3 | 7 | -2 | 1 | -5 | 0.5 |
| CC1(C)CC(=O)C2=C(C1)OC(N)=C(C#N)C21C(=O)N(Cc2ccccc2Cl)c2ccccc21 (configuration not stated) | 4 | 11 | 4 | 8 | 0 | 1 | 9 | 35 | -6.2 |
| O=C1Cc2ccccc2C(=O)N1Cc1cccc(Cl)c1 | -12 | 5 | 3 | 7 | 7 | -3 | -1 | 6 | -1.5 |
| COc1ccc(-c2cc(NC=O)c3ncc(-c4ccc(C(C)=O)cc4)n3c2)cc1OC | -15 | -9 | 9 | -4 | -3 | -7 | 1 | . | . |
| O=C(COC(=O)c1ccc2ncsc2c1)Nc1ccc(Cl)cc1 | 2 | 1 | 7 | 7 | 0 | -1 | 1 | -16 | 0.7 |
| Cc1ccccc1Nc1nnc(SCC(=O)NCc2ccco2)s1 | 6 | 3 | 0 | 6 | 2 | -5 | 0 | 3 | 0.3 |
| CNC(=O)C1(C)CCN1C(=O)Cc1ccc(C(C)C)cc1 (configuration not stated) | -7 | -2 | 1 | 8 | 3 | 0 | 1 | . | . |
| COc1cccc(C(=O)c2c(C)c(CCC#N)n3ccccc23)c1OC | -8 | 2 | 1 | 5 | 4 | 10 | 3 | 0 | -0.2 |
| COc1ccccc1CN(C)C(=O)c1cccc(S(=O)(=O)N2CCc3ccccc3C2)c1 | -6 | -2 | 9 | 2 | 16 | -14 | -8 | 12 | 1.4 |
| Cc1cc(C)c2c(=O)n(CC(=O)Nc3cccc(F)c3)sc2n1 | 6 | -13 | 18 | 0 | 7 | 2 | 5 | -4 | 5.3 |
| CC(=O)c1cnc(-c2ccccc2)s1 | 0 | -6 | 1 | -9 | 9 | 0 | -3 | 2 | 0.9 |
| Cc1ccc(NC(=O)Cc2cccs2)cc1Cl | 1 | 0 | 1 | 5 | 4 | 2 | -1 | 13 | -2.0 |
| CCOC(=O)N1CCC(Nc2c(NCCCN3CCN(CC)CC3)c(=O)c2=O)CC1 | -4 | 1 | 2 | -8 | -5 | -9 | -10 | 0 | 0.3 |
| NC(=O)CSc1nc(-c2ccccc2)c(-c2ccccc2)o1 | -1 | 5 | 1 | 8 | -3 | 5 | -1 | -1 | -2.5 |
| CC(C)CC(NC(=O)C(NC(=O)OC(C)(C)C)C(C)C)C(=O)N1CCCC1C(N)=O (configuration not stated) | 4 | 9 | 0 | 3 | 0 | -5 | 0 | -2 | -1.1 |
| Cc1ccc(C(C)C)c(OCc2nnc(SCC(=O)Nc3nccs3)n2C)c1 | 6 | -5 | 0 | 3 | 1 | 1 | -1 | -7 | -0.5 |
| CC(C)NC(=O)C1CCN(Cc2cccc(Oc3ccccc3)c2)CC1 | -7 | -3 | 2 | 17 | 0 | 2 | 0 | 3 | -1.6 |
| O=C(Cc1ccccc1)Nc1nc(=O)c2ccccc2s1 | 10 | 7 | 1 | 6 | 11 | 0 | 1 | 14 | -0.3 |
| COc1ccccc1NC(=O)c1ccc(S(=O)(=O)N2CCCC2)cc1 | 12 | -6 | 2 | 4 | 4 | -8 | 0 | -17 | -2.2 |
| CN1CCN(CCCn2cnc3c(=O)oc4ccccc4c32)CC1 | 5 | -3 | 0 | 9 | 6 | -8 | -3 | 17 | 0.4 |
| COc1cccc(C(=O)N/N=C/c2ccc(OC)c(COc3ccccc3C(N)=O)c2)c1 | 7 | -6 | 7 | -6 | 14 | -6 | -1 | 8 | 1.2 |
| COc1cc(CN(C)CCc2ccccn2)cc(OC)c1OC | 6 | -1 | 0 | -4 | 2 | -2 | -2 | 21 | -2.8 |
| CC(=O)c1cnc2c(-c3ccc(Cl)cc3)cnn2c1C | -1 | 16 | 2 | 6 | 3 | 6 | 6 | -3 | -0.1 |
| CC(=O)c1ccc2c(c1)OCCOCCOCCOCCOCCO2 | 7 | -4 | 0 | -8 | 15 | -13 | -7 | 15 | 6.3 |
| COc1ccc(-c2cnc(C(O)c3ccc(CN4CCCCC4)cc3)[nH]2)cc1 (configuration not stated) | -19 | 0 | 0 | 19 | -4 | -2 | -3 | . | . |
| CCC1S/C(=N/N=C/c2ccco2)NC1=O (configuration not stated) | -1 | 3 | -2 | 5 | 8 | -1 | 2 | -20 | -1.4 |
| COc1ccccc1NC(=O)c1ccc(NC(=O)COC(=O)C2CC2C)cc1 (configuration not stated) | -3 | -6 | 8 | -6 | 5 | -8 | 2 | -14 | -2.4 |
| CCOC(=O)c1ccc(NC(=O)COc2ccc(CNCCO)cc2OCC)cc1 | 5 | -4 | 1 | 2 | -8 | -8 | -3 | -8 | 0.0 |
| CCC(=O)Oc1ccc(C(=O)Nc2cccc(C(=O)NCC(C)C)c2)cc1 | 0 | -4 | 4 | -2 | 19 | -15 | 4 | -6 | 0.3 |
| O=c1oc(/C=C/c2ccc([N+](=O)[O-])s2)nc2ccccc12 | 6 | -1 | 0 | 7 | 1 | 8 | 4 | 5 | 0.5 |
| Cc1ccc2oc(C(=O)Nc3ccc(S(=O)(=O)Nc4onc(C)c4C)cc3)c(C)c2c1 | 2 | 1 | 0 | 18 | 13 | 48* | 0 | 17 | -0.4 |
| O=C(CN1CCN(S(=O)(=O)c2ccc(F)cc2)CC1)NC1CCCC1 | -3 | -2 | 1 | -1 | -3 | -4 | -2 | 2 | -1.0 |
| COC(=O)C(NC(C)=O)(Nc1ccccc1)C(=O)OC | 7 | -1 | 0 | 1 | 0 | 4 | 1 | 4 | -0.5 |
| CC(=O)N1CCn2c3ccc(C)cc3c3cccc1c32 | -3 | 9 | 0 | 11 | 2 | 0 | -4 | -12 | -0.9 |
| CC(C)=C1C2CCC1C1C(=O)N(CCc3ccccc3)C(=O)C21 (configuration not stated) | 18 | 5 | 0 | 1 | 12 | -6 | -3 | -3 | -1.8 |
| Cc1cccc(C(C(=O)NC2CCCC2)N(Cc2cccnc2)C(=O)c2csnn2)c1 (configuration not stated) | -10 | 5 | 2 | 8 | 0 | 4 | -2 | -14 | -0.8 |

Gathered by group: the compounds so far containing four or more nitrogen atoms.
| Molecule | CHRM4 antagonist | CHRM4 PAM | M4 ag | M1 PAM | M5 antag | M5 PAM | M5 ag | CRFR2-BP antag | CRFR2-BP ag |
| --- | --- | --- | --- | --- | --- | --- | --- | --- | --- |
| O=C(CSc1nnc2ccccn12)NNC(=O)c1ccccc1F | -7 | 8 | 2 | 17 | 3 | 15 | 1 | 22 | -0.7 |
| Nc1nc2n(n1)C(c1cccs1)CC(c1ccc(Br)cc1)N2 (configuration not stated) | 2 | -9 | 4 | 4 | 2 | -4 | -3 | -21 | 1.4 |
| Nc1nc(-c2ccccc2)c(CCCNc2ccccc2)c(=O)[nH]1 | 0 | 9 | 1 | 7 | 3 | -1 | 1 | 4 | 0.0 |
| Cc1ccccc1Nc1nnc(SCC(=O)NCc2ccco2)s1 | 6 | 3 | 0 | 6 | 2 | -5 | 0 | 3 | 0.3 |
| CCOC(=O)N1CCC(Nc2c(NCCCN3CCN(CC)CC3)c(=O)c2=O)CC1 | -4 | 1 | 2 | -8 | -5 | -9 | -10 | 0 | 0.3 |
| CC(C)CC(NC(=O)C(NC(=O)OC(C)(C)C)C(C)C)C(=O)N1CCCC1C(N)=O (configuration not stated) | 4 | 9 | 0 | 3 | 0 | -5 | 0 | -2 | -1.1 |
| Cc1ccc(C(C)C)c(OCc2nnc(SCC(=O)Nc3nccs3)n2C)c1 | 6 | -5 | 0 | 3 | 1 | 1 | -1 | -7 | -0.5 |
| CN1CCN(CCCn2cnc3c(=O)oc4ccccc4c32)CC1 | 5 | -3 | 0 | 9 | 6 | -8 | -3 | 17 | 0.4 |
| Cc1cccc(C(C(=O)NC2CCCC2)N(Cc2cccnc2)C(=O)c2csnn2)c1 (configuration not stated) | -10 | 5 | 2 | 8 | 0 | 4 | -2 | -14 | -0.8 |
